TNF death inh = inhibitors of TNF-alpha induced necroptosis in Jurkat FADD-/- cells; Jurkat FADD-/- TNF necroptosis rescue, ATP luminescence, 24 h; 0 = TNF only, 100 = no-TNF cells; activation (protection from cell death), % at 10 µM; actives 0.068% (n = 220,000); AID 463075;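 active means activation, meaning protection from cell death, of at least 50% relative to plate controls; inactive means activation below 50%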;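 further: necroptosis triggered by 40 ng/mL TNF-alpha added together with compound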
EBV gp42 block = inhibitors of Epstein-Barr virus glycoprotein 42; Q1HVG2; Fluorescence polarization binding assay, mP read-out; inhibition, % (tested at 21.74 µM); actives 0.42% (n = 220,000); AID 1085; in the data active means inhibition above about 50%
Runt-SMMHC FRET = inhibitors of human RUNX1 Runt domain binding to CBFb-SMMHC; Q01196+Q13951; Cerulean-Runt/Venus-CBFb-SMMHC FRET ratio 530/480, 1 h; inhibition, % at 20 µM; actives 0.74% (n = 220,000);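 active means mean inhibition across duplicate retests at 20 µM reaching about 50%, limit read from the data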;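 further: 0% = DMSO wells and 100% = wells with excess untagged CBFb-SMMHC; inhibitors lower the FRET ratio by blocking Runt binding to CBFb-SMMHC; some results filed as inactive read as strong as hits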
Target sequence (Q01196 whole entry, looked up, the tested form may be a part): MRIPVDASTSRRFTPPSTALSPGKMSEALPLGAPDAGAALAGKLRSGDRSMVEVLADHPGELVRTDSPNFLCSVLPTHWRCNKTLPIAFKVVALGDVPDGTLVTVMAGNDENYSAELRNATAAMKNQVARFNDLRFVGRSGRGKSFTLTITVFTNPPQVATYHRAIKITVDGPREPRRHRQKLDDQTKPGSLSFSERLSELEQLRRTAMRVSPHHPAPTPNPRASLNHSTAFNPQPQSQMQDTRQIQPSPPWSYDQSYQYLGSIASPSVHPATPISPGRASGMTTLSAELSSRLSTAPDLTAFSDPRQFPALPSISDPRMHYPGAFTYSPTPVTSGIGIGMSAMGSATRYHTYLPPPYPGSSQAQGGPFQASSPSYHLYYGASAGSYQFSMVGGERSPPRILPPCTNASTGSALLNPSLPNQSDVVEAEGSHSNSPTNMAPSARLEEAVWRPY
Target sequence (Q13951 whole entry, looked up, the tested form may be a part): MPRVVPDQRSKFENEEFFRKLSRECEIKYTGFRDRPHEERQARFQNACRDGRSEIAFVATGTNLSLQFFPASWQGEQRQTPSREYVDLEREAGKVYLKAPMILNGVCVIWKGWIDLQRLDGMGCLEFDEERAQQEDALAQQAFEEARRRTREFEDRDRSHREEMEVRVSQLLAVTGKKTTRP
MDM2 E3 inh = Mdm2 E3 ligase (human) inhibition; cell-based MDM2 ubiquitination luciferase reporter, 2 h; 0 = plate control, 100 = twice control, blank-subtracted; Q00987; signal enhancement, % at 5 µM; actives 0.11% (n = 210,000);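 active means signal enhancement of 30% or more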;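 further: luminescence tracks abundance of the self-degrading MDM2-luciferase fusion protein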
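system = mammalian cells stably expressing self-ubiquitinating, self-degrading MDM2 E3–luciferase fusion | quantity = 2000 cells per well seeded | incubation = 4 h cell settling then 2 h compound exposure, 37 °C | signal = SteadyLite luminescence, 15 min reagent step | benchmarks = plate control and blank wells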
CHOP inh = inhibitors of CHOP induction in ER stress response; actives 3.8% (n = 220,000); CHO-K1 CHOP-promoter luciferase, tunicamycin-induced, 15-18 h; AID 2732; inhibition, % at 10 µM;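 active means compounds that reduced the stress-induced luciferase reporter signal by more than about 70% of percent inhibition, limit read from the data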;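 further: 0% = tunicamycin plus vehicle and 100% = wells without tunicamycin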
p47phox inh = p47phox (human) inhibition | inhibition, % at 24.7 µM | actives 0.53% (n = 220,000) | p47phox/p22phox peptide binding, fluorescence polarization, 2 h | P14598;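 active means inhibition above about 30%, limit read from the data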;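 further: 0% = p47phox with labelled peptide and 100% = labelled peptide alone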
Target sequence (P14598 whole entry, looked up): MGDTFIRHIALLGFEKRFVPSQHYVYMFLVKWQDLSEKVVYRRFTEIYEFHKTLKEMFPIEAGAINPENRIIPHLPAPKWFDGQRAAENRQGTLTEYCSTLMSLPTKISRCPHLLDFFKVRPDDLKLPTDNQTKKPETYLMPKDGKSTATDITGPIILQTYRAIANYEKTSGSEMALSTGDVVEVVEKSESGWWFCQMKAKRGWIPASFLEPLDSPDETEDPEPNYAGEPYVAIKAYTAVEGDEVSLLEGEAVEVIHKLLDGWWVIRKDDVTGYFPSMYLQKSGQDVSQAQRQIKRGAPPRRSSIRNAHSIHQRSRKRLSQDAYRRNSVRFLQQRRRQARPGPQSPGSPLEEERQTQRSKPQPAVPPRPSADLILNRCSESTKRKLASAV
zfTRPN1 agonist = agonists of zebrafish TRPN1 channel. activation, % at 3 µM. actives 0.18% (n = 220,000). HEK293 zebrafish TRPN1-YFP, Fluo-8 calcium fluorescence; 100% = response to 87 µM carbachol;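 active means activation above its plate's cutoff, the mean activation of test wells on that plate plus 3 SD, cut at about 19% in these data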;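 further: 0% = DMSO alone and 100% = 87 µM carbachol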
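Material: zebrafish TRPN1-YFP in HEK293 cells; Doses: single test compound dose, 3 µM nominal, 0.3% DMSO; Timing: dye loading 1 h at 37 °C, then 30 min room temperature; Technique: intracellular calcium fluorescence with Fluo-8; Benchmarks: high carbachol 87 µM, low DMSO alone.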
PPC-1+TRAIL kill = kills PPC-1 cancer cells in the presence of TRAIL; PPC-1 cells + TRAIL, ATPLite viability luminescence; actives 0.41% (n = 220,000); cell killing (% activity), % at 4 µM;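 active means cell killing above 50% in the first pass at 4 µM, then a duplicate retest at 5 µM averaging 50% or more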;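 further: plate controls were cells with TRAIL plus DMSO for no effect and medium-only wells lacking cells for full effect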
TRPML3 agonist = agonists of human TRPML3 channel | Q8TDD5 | HEK293 TRPML3-YFP, Fluo-8 calcium fluorescence; 100% = the carbachol control signal | activation, % at 3 µM | actives 0.29% (n = 220,000) | AID 1448;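 active means activation above its plate's cutoff, the mean activation of the plate's test wells plus 3 SD, cut at about 12% in these data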;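 further: 0% = DMSO only wells and 100% = carbachol wells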
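system = HEK293 cells stably carrying human TRPML3-YFP | doses = one concentration, 3 µM nominal, 0.3% DMSO | timing = dye loading 1 h 37 °C then 30 min ambient, 125 s read | detection = Fluo-8 calcium dye fluorescence, ex 470-495, em 515-575 nm | benchmarks = high control carbachol 87 µM, low control DMSO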
* hit, by the source's call; x = not tested or not shown; [ ] = remark or other dose. The order is random; overall some 5.9% were active at least once.

SMILES	TNF death inh	EBV gp42 block	Runt-SMMHC FRET	MDM2 E3 inh	CHOP inh	p47phox inh	zfTRPN1 agonist	PPC-1+TRAIL kill	TRPML3 agonist
CCc1nnc(NS(=O)(=O)c2ccc(NC(=O)c3cc4ccccc4oc3=O)cc2)s1	0.4	28	-2	-2	-4	-5	-0.2	14	0.2
O=C(Nc1cccs1)Nc1c(F)cc(F)cc1Br	1.6	-17	-2	9	-8	-10	0.2	8	0.3
N#Cc1nc(Cc2cccc3ccccc23)oc1N1CCCCC1	-2.7	-2	3	3	76*	-10	-1.0	8	-0.9
O=C(Nc1nonc1NC(=O)C1CCCCC1)C1CCCCC1	-2.9	-28	1	-11	66	-19	0.1	1[5 µM]	1.4
CC(=O)c1cc(C)ccc1OC(=O)CCN1C(=O)C2C3c4ccccc4C(c4ccccc43)C2C1=O (configuration not stated)	-5.3	7	-2	-1	28	-3	1.0	20	-0.1
COc1ccc(S(=O)(=O)NCCc2c(C)nn(C)c2Oc2ccccc2)cc1	-4.6	-8	2	-13	15	-23	-0.9	-22	-0.3
O=C(Nc1nccs1)c1ccccc1[N+](=O)[O-]	1.0	1	-1	x	12	-4	0.3	8	0.2
Cc1ccc(C(C(=O)NC2CCCCC2)N2CCOCC2)cc1 (configuration not stated)	0.0	-15	3	-24	-15	-13	0.4	27	0.6
COC(=O)c1cc2sccc2n1CC(=O)N1CCCc2ccccc21	-1.2	-8	3	-17	17	-4	-1.7	-15	-1.2
COc1ccc(-c2cc(C(F)(F)F)nc(-n3cncn3)n2)cc1	-3.0	-4	2	-1	23	-10	-1.7	29	0.2
CCN(Cc1ccccc1)Cc1c(C)[nH]c2c(C)c(C)ccc2c1=O	1.0	1	-2	0	18	-7	-0.9	-9	0.4
CCCC(=O)Nc1nnc(-c2ccc3c(c2)OCCO3)o1	-0.6	1	1	-7	12	8	0.1	18	0.8
Cn1c(SCC(=O)NNC(=O)c2ccc(Cl)cc2)nnc1-c1cccnc1	0.8	0	3	-2	-17	-14	-0.1	9	0.6
N#Cc1c(Nc2ccc(F)cc2)sc(C(=O)c2ccccc2)c1N	-0.3	-3	4	-2	56	-5	0.5	5	0.1
CCC(=O)c1ccc(OCC(O)CNC(C)c2ccccc2)cc1 (configuration not stated)	4.7	-9	4	-15	-4	2	-0.4	20	0.3
CN(C)S(=O)(=O)c1ccc(C(=O)OCCCN=C2NS(=O)(=O)c3ccccc32)cc1	1.2	-19	0	-8	35	-12	0.3	-5	0.6
O=C1/C(=C/c2cccs2)SC(=S)N1N1CCOCC1	1.8	-3	5	10	6	-2	1.1	-3	0.5
CC(=O)Nc1ccc(CN2CCCC(CO)(Cc3ccccc3C)C2)cc1 (configuration not stated)	0.9	-11	-4	-5	12	-15	0.5	14	0.5
O=C(c1ccccc1)c1nc2c(n1O)CCCCC2	-0.9	-7	2	-16	-1	-3	0.4	-14	1.2
CCOc1ccc(C2c3c(oc4ccccc4c3=O)C(=O)N2CCCN2CCOCC2)cc1OCC (configuration not stated)	-0.8	-12	1	-7	33	-17	0.7	-16	0.6
CCn1c(CC(=O)Nc2ccccc2OC)nnc1SCC(=O)Nc1ccccc1F	-0.9	-3	-1	-13	14	-12	0.2	7	1.1
CCOC(=O)/C(=N\Nc1ccccc1)c1csc(Nc2ccc(C)cc2)n1	3.0	-21	-10	-1	29	-9	0.0	18	0.2
COc1ccc(-c2ncc(CN3CCN(CCC(C)C)C(CCO)C3)cn2)cc1 (configuration not stated)	-0.6	-19	0	-13	-15	-1	1.4	2	1.4
Fc1ccccc1OCCCCCN1CCCC1	3.1	-3	3	-13	5	-10	-0.5	-3	0.3
CCCN1C(=O)/C(=C/c2c(N3CCNC(=O)C3CC(=O)OCC)nc3c(C)cccn3c2=O)SC1=S (configuration not stated)	-14	-50	-281	-12	-13	-37	28*	6	12*
COc1ccc(NC(=S)NC2CCCCCC2)c(OC)c1	-1.4	-20	1	-8	-16	-12	-1.4	14	-0.9
COC(=O)C1=C(C(=O)OC)[C@@H]2N(C)c3ccc(OC)cc3[C@@]23C[C@@H](C(=O)OC)N(S(=O)(=O)c2ccc(OC)cc2)C3=N1	-1.8	-19	-5	9	-10	-10	x	23	x
CCOC(=O)c1ccc(NC(=S)N2CCC(C(N)=O)(N3CCCCC3)CC2)cc1	-0.5	-1	-6	7	-14	-1	2.4	5	2.1
O=C(Nc1ccc(Br)cc1F)c1ccc2c(c1)N(Cc1ccccc1)C(=O)CS2=O (configuration not stated)	0.8	10	3	-12	7	-2	0.1	x	-0.9
COc1ccccc1OCCNC(=O)c1ccccc1C	-0.7	-14	0	-14	18	-10	-0.8	-15	0.2
COc1ccc(OC)c(NC(=O)CSc2ncnc3c2cnn3-c2ccccc2Cl)c1	-9.4	-7	0	-38	80*	-17	6.1	24	1.8
CCn1ncc(C2=NOC(C(=O)Nc3ccc4c(c3)OCO4)C2)c1C (configuration not stated)	-2.3	1	-2	-13	7	-3	4.0	21	2.4
CC(C)CCn1c(CN2CCN(c3cccc(Cl)c3)CC2)nc2c1c(=O)n(C)c(=O)n2C	2.7	-17	-10	-7	19	-1	x	2	x
Cc1ccc(N2C(=O)c3ccccc3C2C(=O)c2ccc(O)cc2O)cc1 (configuration not stated)	-0.2	2	20	-12	10	-8	0.4	18	0.1
Cc1nn(-c2ccc(F)cc2)c(C)c1CN1CCN(Cc2ccccc2)C(CCO)C1 (configuration not stated)	0.7	-15	1	-18	18	3	-1.1	10	0.6
COCCSc1ccccc1C(=O)Nc1ccc2c(c1)OCO2	0.3	-11	-7	3	-18	-3	1.5	10	0.1
Cc1cccc(N(CC(=O)NCCC2=CCCCC2)S(C)(=O)=O)c1C	0.6	-19	-3	-14	3	0	-0.7	2	0.6
COc1ccccc1C(=O)Nc1nsc(-c2ccccc2)n1	-1.4	-11	0	-19	-22	-10	0.7	18	-0.1
COc1ccc(Oc2ccc(S(=O)(=O)N3CCCCC3)cc2S(=O)(=O)N2CCCCC2)cc1	7.0	-16	1	2	-14	-10	2.4	-2	0.3
Cc1ccc(N2C(=O)CC(NCc3ccc4c(c3)OCO4)C2=O)cc1Cl (configuration not stated)	-2.4	7	4	1	29	-8	0.3	12	0.4

3 compounds from above with just CHOP inh and Runt-SMMHC FRET:
SMILES | CHOP inh | Runt-SMMHC FRET
COc1ccccc1OCCNC(=O)c1ccccc1C | 18 | 0
COCCSc1ccccc1C(=O)Nc1ccc2c(c1)OCO2 | -18 | -7
CC(C)CCn1c(CN2CCN(c3cccc(Cl)c3)CC2)nc2c1c(=O)n(C)c(=O)n2C | 19 | -10

Carrying on:
SMILES	TNF death inh	EBV gp42 block	Runt-SMMHC FRET	MDM2 E3 inh	CHOP inh	p47phox inh	zfTRPN1 agonist	PPC-1+TRAIL kill	TRPML3 agonist
COc1ccccc1OCCNc1nc2c(c(=O)n(C)c(=O)n2C)n1C	-2.4	1	3	-6	1	-19	1.6	28	0.9
Cn1nc(C(=O)N2CCN(S(=O)(=O)/C=C/c3ccccc3)CC2)c2ccccc2c1=O	3.6	-8	0	12	1	3	0.2	16	0.5
Cc1ccc(N2C(=O)C3C4C=CC(CNC(=S)N5CCN(c6ccccc6)CC5)(O4)C3C2=O)cc1 (configuration not stated)	-1.2	-21	24	-3	-2	1	0.2	17	0.2
O=C(Nc1cccc(C(F)(F)F)c1)c1csc(-c2ccncc2)n1	-0.9	3	-14	2	21	-12	-1.2	-2	-1.2
Nc1ccccc1N1CCOCC1	0.5	-6	5	-1	8	-5	0.3	17	0.8
NC(=O)COC(=O)CNC(=O)c1cc(Cl)cc([N+](=O)[O-])c1	-0.6	-8	3	-18	15	4	2.3	5	0.4
Oc1c(Cl)cc(Cl)cc1C=Nc1ccccc1N1CCCC1	1.2	-11	-102	-4	14	-20	0.1	16	0.5
CCOc1ccc2c(c1)C(c1ccc(C)o1)=NNC(c1ccncc1)=N2	-0.3	-1	10	3	16	-4	-1.4	-5	-0.1
O=S(=O)(c1cccs1)N1CCN(Cc2nc3ccccc3s2)CC1	-0.2	-8	0	1	8	-14	2.8	30	3.8
O=C(CS(=O)CC(=O)N(c1cccc(F)c1)C(C(=O)NC1CCCCC1)c1ccco1)Nc1ccc(F)cc1 (configuration not stated)	2.2	-5	3	3	26	-3	-0.2	16	0.1
N#Cc1c(-c2ccccc2)c(-c2ccccc2)nn(CC(=O)NNC(=O)Nc2ccc(Cl)cc2)c1=O	1.7	-5	-1	-3	-4	-3	0.0	-2	0.4
Nc1ncnc2nc(SCCC(=O)O)[nH]c12	5.3	-9	-2	x	9	-24	2.2	1	0.3
O=C(Nc1cccnc1)c1c(F)c(F)c(F)c(F)c1F	-3.0	-16	-6	-11	5	-1	-1.6	-7	0.9
CCCCC(=O)NC(=S)NNS(=O)(=O)c1ccccc1	0.8	-12	24	-9	5	-3	-1.0	28	0.4
COc1cc(NC(=S)NCc2ccco2)cc(OC)c1OC	0.8	3	5	-12	7	-11	-1.3	8	-0.2
O=C(Nc1ccc2oc(-c3ccccc3)nc2c1)c1cccnc1	0.9	-6	-2	-2	31	-7	3.8	-1	1.3
C=CC(=O)NC(C)(C)CCN1CCOCC1	-0.7	-16	1	-17	1	0	0.6	7	1.0
Cn1cccc1C(=O)NC(=O)COC(=O)c1ccccc1O	0.5	-11	3	6	1	-1	0.6	0	0.0
COc1ccc(/C=N/n2cnc3c([nH]c4ccc(C)cc43)c2=O)cc1CN1CCCC1	-32	-4	-3	-9	-54	-11	1.5	6	0.4
CCCCn1c(=N)n(CC(=O)c2ccc(Br)s2)c2ccccc21	-32	-15	-1	-7	6	-33	1.9	1	1.3

Single values from the results shown:
In TRPML3 agonist, Cc1ccc(N2C(=O)C3C4C=CC(CNC(=S)N5CCN(c6ccccc6)CC5)(O4)C3C2=O)cc1 (configuration not stated) shows 0.2
In MDM2 E3 inh, O=C(Nc1cccc(C(F)(F)F)c1)c1csc(-c2ccncc2)n1 shows 2

The results go on.
SMILES	TNF death inh	EBV gp42 block	Runt-SMMHC FRET	MDM2 E3 inh	CHOP inh	p47phox inh	zfTRPN1 agonist	PPC-1+TRAIL kill	TRPML3 agonist
CC(C)C(C)(C#N)NC(=O)CSc1nnc(-c2ccncc2)n1Cc1ccccc1 (configuration not stated)	-2.7	-2	32	0	10	-8	1.4	4	0.2
O=C(CN1CCCCCC1)Nc1ccc(F)c(F)c1	2.6	5	-3	-4	12	-17	0.0	2	1.2
CCOc1ccc2nc(SCC(=O)N3CCCc4ccccc43)sc2c1	-2.8	-37	-6	1	29	-16	-0.9	8	0.1
CCN1C(=O)N(C(C)=O)C2C1N(C(C)=O)C(=O)N2C(C)=O (configuration not stated)	-0.3	-13	2	3	36	-4	1.2	16	0.1
O=C(NCc1ccccc1)C(=O)NCC1OCCN1C(=O)c1cccs1 (configuration not stated)	3.1	-11	5	-5	2	-1	-0.1	9	0.8

High-throughput results from PubChem.
